Bim-Bcl-B = inhibitors of Bim-Bcl-B binding, primary screen, biochemical, multiplexed, human Bcl-2 family; Bcl-2-like protein 10 (Homo sapiens), Q9HD36; bead-based flow cytometry, Bim peptide-Bcl-B binding; inhibition, % at 10 µM; hit rate 0.073% among 190,000; AID 951, 2007;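 also: 0% = tracer peptide without compound and 100% = reference inhibitor peptide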
Target sequence (Q9HD36 whole entry, looked up): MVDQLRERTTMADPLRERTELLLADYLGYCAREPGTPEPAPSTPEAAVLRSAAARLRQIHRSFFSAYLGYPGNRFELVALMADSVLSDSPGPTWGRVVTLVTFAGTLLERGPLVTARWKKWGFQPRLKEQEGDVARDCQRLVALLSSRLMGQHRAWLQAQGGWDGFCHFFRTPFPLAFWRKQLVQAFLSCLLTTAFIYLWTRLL
Bim-Bcl-XL = inhibitors of Bim-Bcl-XL binding, primary screen, biochemical, multiplexed, bead flow cytometry, human Bcl-XL; AID 1007, 2008; Bcl-2-like protein 1 (Homo sapiens), Q07817; inhibition, % at 10 µM; Bim peptide-Bcl-XL binding, fluorescence; hit rate 0.04% among 190,000
Target sequence (Q07817 whole entry, looked up): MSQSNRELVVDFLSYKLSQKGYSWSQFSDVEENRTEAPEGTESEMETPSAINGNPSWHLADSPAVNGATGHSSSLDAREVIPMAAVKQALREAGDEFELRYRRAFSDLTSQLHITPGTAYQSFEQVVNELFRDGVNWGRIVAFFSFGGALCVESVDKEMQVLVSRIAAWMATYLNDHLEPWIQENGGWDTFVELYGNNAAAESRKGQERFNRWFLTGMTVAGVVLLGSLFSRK
RGS4-Gao reg = modulators of RGS4 binding to Galphao, primary screen, biochemical, multiplexed bead flow cytometry; Guanine nucleotide-binding protein G(o) subunit alpha (Homo sapiens), P09471; hit rate 0.33% among 220,000; actives lie on both sides; binding response (% of control), % at 10 µM; in the data active = binding response below about 49% or above about 150%; inactive = in between;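 also: fluorescent Galphao activated with aluminum fluoride binding bead-coupled RGS4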
Bim-Mcl-1 = inhibitors of Bim peptide binding to Mcl-1, primary screen, biochemical, bead-based flow cytometry, multiplex; Induced myeloid leukemia cell differentiation protein Mcl-1 (Homo sapiens), Q07820; Bim peptide-Mcl-1 binding; hit rate 0.1% among 190,000; inhibition, % at 10 µM;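 also: 0% = no compound tracer wells and 100% = peptide blocker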
Target sequence (Q07820 whole entry, looked up): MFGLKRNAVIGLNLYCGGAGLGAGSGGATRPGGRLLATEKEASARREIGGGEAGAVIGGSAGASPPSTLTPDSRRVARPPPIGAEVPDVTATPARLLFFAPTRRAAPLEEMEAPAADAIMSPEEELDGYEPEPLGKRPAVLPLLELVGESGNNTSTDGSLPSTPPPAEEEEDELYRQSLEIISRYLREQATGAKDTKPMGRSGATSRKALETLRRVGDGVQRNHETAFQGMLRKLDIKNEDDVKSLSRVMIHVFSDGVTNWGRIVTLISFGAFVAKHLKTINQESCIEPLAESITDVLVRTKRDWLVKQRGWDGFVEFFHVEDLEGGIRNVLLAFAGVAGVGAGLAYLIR
RGS8-Gao reg = RGS8-Galphao binding modulators, primary screen, biochemical, multiplexed bead flow cytometry; Guanine nucleotide-binding protein G(o) subunit alpha (Homo sapiens), P09471; actives lie on both sides; response (percent of control binding), % at 10 µM; hit rate 0.34% among 220,000; in the data active = response below about 60% or above about 140%; inactive = in between;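 also: Galphao activated as the GDP aluminium fluoride complex binding bead-coupled RGS8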
RGS7-Gao reg = RGS7-Galphao binding modulators, primary screen, biochemical, multiplexed bead flow cytometry. AID 1439, 2008. actives lie on both sides. Guanine nucleotide-binding protein G(o) subunit alpha (Homo sapiens), P09471. hit rate 0.35% among 220,000. binding response (% of control), % at 10 µM; in the data active = binding response below about 49% or above about 150%; inconclusive = no clear call, values can overlap the other calls; inactive = in between;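 also: fluorescent Galphao held in activated GDP-AlF4 state binding bead-coupled RGS7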
Mcl1-Noxa inh = Mcl-1/Noxa binding inhibitors, primary screen, biochemical, TR-FRET, 1536-well; Induced myeloid leukemia cell differentiation protein Mcl-1 (Homo sapiens), Q07820; TR-FRET Mcl-1/Noxa peptide binding, 2 h; inhibition, % at 21.7 µM; hit rate 1.5% among 220,000; AID 1022, 2008;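 active = compounds that cut the protein-peptide binding signal by more than 50% relative to plate controls in a single-dose test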;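 also: His-tagged Mcl-1 with rhodamine Noxa BH3 peptide and terbium anti-His antibody; 0% = Mcl-1 plus Noxa peptide wells and 100% = peptide-only wells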
Bcl-2 Bim block = inhibitors of Bim-Bcl-2 binding, primary screen, biochemical, multiplexed, human Bcl-2 family; inhibition, % at 10 µM; Apoptosis regulator Bcl-2 (Homo sapiens), P10415; hit rate 0.06% among 190,000; Bead-based flow cytometry, Bim peptide-Bcl-2 binding; in the data active = inhibition above about 40%; inconclusive = no clear call, values can overlap the other calls;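 also: 0% = no compound wells with probe peptide and 100% = reference peptide inhibitor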
Target sequence (P10415 whole entry, looked up): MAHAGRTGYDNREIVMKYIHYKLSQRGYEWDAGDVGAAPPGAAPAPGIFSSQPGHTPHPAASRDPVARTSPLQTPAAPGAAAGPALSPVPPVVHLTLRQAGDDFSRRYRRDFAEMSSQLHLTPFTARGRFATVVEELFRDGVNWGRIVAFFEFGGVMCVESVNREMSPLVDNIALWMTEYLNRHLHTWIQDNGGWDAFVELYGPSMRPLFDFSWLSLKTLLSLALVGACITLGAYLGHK
Bim-Bcl-W = inhibitors of Bim binding to Bcl-W, primary screen, biochemical, multiplexed, bead-based flow cytometry; Bcl-2-like protein 2 (Homo sapiens), Q92843; Bim peptide-Bcl-W binding; inhibition, % at 10 µM; hit rate 0.02% among 190,000;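 also: 0% = bound tracer without compound and 100% = peptide blocker; higher means less fluorescent Bim peptide bound to Bcl-W beads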
Mcl1-Bid inh = Mcl-1/Bid binding inhibitors, primary screen, biochemical, TR-FRET, 1536-well; Induced myeloid leukemia cell differentiation protein Mcl-1 (Homo sapiens), Q07820; inhibition, % at 21.7 µM; hit rate 0.97% among 220,000; AID 1021, 2008; TR-FRET Mcl-1/Bid-Dy647 peptide binding;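 active = compounds that cut the binding signal by more than half at the single screening dose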;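 also: His-tagged Mcl-1 with europium anti-His antibody binding Bid BH3 peptide; 0% = Mcl-1 plus peptide wells and 100% = peptide-only wells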
Bfl-1 Bim block = inhibitors of Bim binding to Bfl-1, primary screen, biochemical, multiplexed, bead-based flow cytometry. Bcl-2-related protein A1 (Homo sapiens), Q16548. Bim-Bfl-1 binding inhibition. inhibition, % at 10 µM. hit rate 0.12% among 190,000. AID 1008, 2008;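 also: 0% = wells without compound plus tracer and 100% = blocker peptide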
Numbers without * were called inactive; i = inactive; ? = inconclusive; nt = no result given. Rule as the data show it, unless noted: active = inhibition above about 40%.

SMILES	Bim-Bcl-B	Bim-Bcl-XL	RGS4-Gao reg	Bim-Mcl-1	RGS8-Gao reg	RGS7-Gao reg	Mcl1-Noxa inh	Bcl-2 Bim block	Bim-Bcl-W	Mcl1-Bid inh	Bfl-1 Bim block
Cc1cc(C)c2nc(SCCC#N)nc(C)c2c1	-9	0	102	0	102	103	4	-7	-1	-7	-12
Cc1cc(C)cc(OCC(=O)Nc2cc(C)on2)c1	-6	-4	100	-1	97	94	-5	-3	-4	-38	-6
Cn1c(Cn2c(=O)sc3ccccc32)nnc1SCc1ccccc1	-8	-9	94	0	93	95	-17	-6	-4	2	-6
CCOc1ccccc1N(C(=O)c1snc(C(N)=O)c1N)C(C(=O)NC1CCCC1)c1ccco1 (configuration not stated)	4	-1	96	-1	99	99	-4	0	0	-2	3
O=C(Nc1cn(-c2ccccc2)nc1-c1ccccc1)c1ccccc1	-7	-8	93	-5	78	95	-10	-4	-3	-2	-1
Cc1c(Cl)cnc(NC(=O)COC(=O)CCC(=O)c2cccs2)c1Cl	2	1	89	-2	94	86	23	5	2	-18	0
CC1CC(C)CN(S(=O)(=O)c2cccc(C(=O)N3C(=O)c4cccc(N)c4C3=O)c2)C1 (configuration not stated)	-12	-10	101	-15	105	102	-29	-11	-7	-5	-12
Cc1ccc(-n2cc(C(=O)O)c(=O)cc2C)c(C)c1	4	-1	97	0	96	?	0	2	2	0	4
O=C(CCCN1C(=O)/C(=C/c2ccccc2Cl)SC1=S)NNC(=O)c1cccnc1	nt	nt	99	nt	101	?	34	nt	nt	-39	nt
COc1ccc(CNC(=O)c2ccc(-c3ccccc3)cc2)cc1OC	-9	-7	102	-6	102	98	-3	-5	-5	-17	-3
CCOC(=O)C1CC=C(Cl)CC1C(=O)Nc1nccs1 (configuration not stated)	0	-2	96	-1	107	101	5	-4	-4	3	0
CCC(Oc1ccccc1)C(=O)N1CCC(C(N)=O)CC1 (configuration not stated)	-8	-5	100	-3	98	97	4	-7	-1	-13	-15
COc1ccccc1-c1cc(C(=O)N2CCN(c3ccc(F)cc3)CC2)no1	-7	-5	101	3	102	102	2	-2	0	-14	-12
Cc1sc2ncnc(Sc3nc4ccccc4s3)c2c1C	-9	-8	101	-6	101	107	i	-5	-6	24	-6
CCCc1cc(=O)[nH]c(SCC(=O)NN(c2ccccc2)c2ccccc2)n1	-6	-4	100	-2	100	?	0	-3	0	-18	-6
CC(C)C(OC(=O)c1cccs1)C(=O)NC1CCCCC1 (configuration not stated)	0	0	96	1	102	97	-9	5	1	4	4
CC(C)N1CCN(Cc2cc(F)ccc2-n2cccn2)CC1CCO (configuration not stated)	-4	-2	103	-5	104	98	-12	-5	-5	-68	-5
CCOC(=O)CSc1nc2ccc(Nc3nc(N4CCOCC4)nc(N4CCOCC4)n3)cc2s1	-5	-3	100	0	103	100	25	1	-2	7	0
O=C(c1cc(-c2ccccc2)on1)N1CCCc2ccccc21	-5	-4	99	-1	103	108	0	-1	-3	-15	-7
CC(C)c1ccc2[nH]c(O)c(N=NC(=O)c3ccc(CSc4nncn4C)cc3)c2c1	-6	-6	102	-2	102	107	38	-5	-5	28	-5
COc1ccc([C@H]2[C@@H]3C=CCC[C@@]3(C)C(=O)N2Cc2ccccc2)cc1Cl	nt	nt	104	nt	107	?	2	nt	nt	-56	nt
NC(=O)C(CC(=O)O)NC(=O)[C@@H]1CCCCNc2c(I)cc([N+](=O)[O-])cc2C(=O)N[C@@H](CO)C(=O)NCC(=O)N1 (some centres not stated)	0	-3	98	0	96	101	10	0	2	-7	3
O=C(NC(=S)Nc1ccc(CN2CCOCC2)cc1)c1cc2ccccc2o1	7	0	105	31	106	109	5	4	-4	-17	0
COCCN1C(=O)c2ccc(C(=O)Nc3nccs3)cc2C1=O	-10	-3	90	0	94	91	0	-10	-1	-32	-13
O=C(Nc1cnc2ccccc2c1)C1COc2ccccc2O1 (configuration not stated)	-4	-2	105	1	102	98	21	-2	3	-1	-7
(listing goes on)
SMILES	Bim-Bcl-B	Bim-Bcl-XL	RGS4-Gao reg	Bim-Mcl-1	RGS8-Gao reg	RGS7-Gao reg	Mcl1-Noxa inh	Bcl-2 Bim block	Bim-Bcl-W	Mcl1-Bid inh	Bfl-1 Bim block
O=C(CCn1c(=O)sc2ccccc21)NCc1ccc2c(c1)OCO2	-7	-6	109	-2	108	105	-14	-3	-4	-10	-3
Cc1ccc(-n2c(SCC(=O)NCCN3C(=O)CSC3=O)nnc2-c2ccccc2F)cc1	5	0	94	-1	91	96	14	6	4	-12	4
CCOCCCNC(=O)C(NC(=O)c1ccc(NC(C)=O)cc1)c1ccccc1 (configuration not stated)	-5	-4	91	-3	91	93	6	-2	-3	-1	0
CCNC(=S)NNC(=O)c1csc(C(C)C)c1	-59	-36	91	-50	83	97	21	-40	-42	-19	-33
CCC(C)(C)NC(=O)C(c1ccc(C)cc1)N(Cc1ccco1)C(=O)Cn1nnc2ccccc21 (configuration not stated)	-9	-5	96	-5	99	98	10	1	-2	9	-3
CC(=O)OCc1c(COC(C)=O)[n+](=O)c2ccccc2n1[O-]	-6	-3	96	-1	99	96	8	-7	0	-17	-11
C/C=C/C(=O)OCC(=O)Nc1cccc(S(=O)(=O)NC2=NCCCCC2)c1	0	-2	101	0	102	101	20	-1	0	-1	0
CCOC(=O)c1c(C)[nH]c(C)c1C(=O)CSc1nnc(-c2ccco2)n1Cc1ccccc1	-8	-7	101	-2	102	98	20	-9	-2	-26	-17
CCn1c(NCc2ccccc2Cl)nc2ccccc21	0	0	101	0	102	100	20	-5	-1	-5	0
COc1ccc(/C=N/NC(=S)Nc2ccccc2)cc1COc1cccc(C)c1C	nt	nt	95	nt	97	?	-6	nt	nt	-52	nt
C/C(=N\N1CCN(c2ccc(Cl)cc2)CC1)c1ccco1	-4	-6	101	-1	96	102	8	-2	-4	-51	-2
C=C(C)COc1ccc(-c2[nH]ncc2-c2ccccc2)c(O)c1	0	0	92	-5	93	89	-3	-3	2	21	0
N#C/C(=C\c1c(N2CCCCC2)nc2ccccn2c1=O)C(=O)NC1CCS(=O)(=O)C1 (configuration not stated)	-6	-5	95	-5	86	101	5	-4	-1	-18	-1
CCCSc1nc(C)nc2c1c(=O)n(C)c(=O)n2C	-6	-3	96	-1	95	98	-4	-8	0	88*	-6
CCC(CO)NCc1cc(OC)c(OCC(=O)NCCc2ccccc2)cc1Br (configuration not stated)	-5	-7	97	-5	104	99	8	-2	-4	-10	-1
O=C(O)CCC(=O)N1CCc2cc(S(=O)(=O)N(CCc3ccccc3)Cc3ccccc3)ccc21	-3	2	102	0	105	103	1	-10	3	20	-8
Cc1ccnc(N2C(=O)CSC2c2ccc(Cl)cc2)c1 (configuration not stated)	-6	-3	105	-5	105	100	4	-1	-3	0	0
O=C1C2ON(c3ccccc3)C(c3cccnc3)C2C(=O)N1c1ccc(Cl)c(Cl)c1 (configuration not stated)	-10	-6	99	-3	97	97	26	-11	1	-10	-12
Cc1cc(NC(=O)c2ccc(COc3ccc(Cl)c(C)c3)o2)no1	0	0	101	1	104	103	3	-5	2	-9	-7
Cc1ccccc1C(=O)c1c[nH]c(C(=O)N=CN(C)C)c1	-4	-1	107	0	105	110	0	1	1	6	0
O=Cc1c(-[n+]2ccccc2)nc([O-])n1-c1ccccc1	3	1	109	1	106	107	5	3	1	-45	-1
CCCCCCCCCCOC(=O)C[N+](C)(C)CC1CCCCC1O (configuration not stated)	-2	-1	103	-2	103	102	5	-2	-4	-2	-4
O=C(O)CCc1cccnc1	nt	nt	108	nt	105	?	6	nt	nt	-30	nt
O=C(NO)c1cc(OCC(F)(F)F)ccc1OCC(F)(F)F	0	0	104	0	101	100	-18	0	-1	4	-1
O=C1CCC(=O)N1CCOP1(=O)COc2ccccc2OC1	-2	0	99	0	103	104	35	-3	-1	-67	0
Continued:
SMILES	Bim-Bcl-B	Bim-Bcl-XL	RGS4-Gao reg	Bim-Mcl-1	RGS8-Gao reg	RGS7-Gao reg	Mcl1-Noxa inh	Bcl-2 Bim block	Bim-Bcl-W	Mcl1-Bid inh	Bfl-1 Bim block
Cc1ccc(OCCSCc2nc3ccccc3[nH]2)cc1	-4	13	103	1	104	104	7	0	2	-6	-9
CN1CCN(C(=O)c2cc3nc(-c4ccc(Cl)cc4)cc(C(F)(F)F)n3n2)CC1	0	-4	89	-1	97	91	2	-3	-3	-27	-3
Fc1ccc(CSc2nnc(Cc3sc(-c4ccccc4)nc3-c3ccccc3)o2)cc1	-9	0	89	0	91	86	-20	-6	5	-27	-12
COC(=O)Nc1ccc2c(c1)ncn2C1CCCCC1	-7	-5	100	-1	102	99	12	-10	0	-37	-3
O=C(O)CSCC(=O)Nc1ccc(C(=O)O)cc1	0	0	96	-2	99	97	19	-4	-1	-4	0
CC(C)C(=O)N1CCC2(CC1)Oc1ccc(Cl)cc1C(=O)C21CC(c2ccccc2)=NO1 (configuration not stated)	nt	nt	100	nt	102	?	-5	nt	nt	-23	nt
O=C(NCCc1ccccc1)C(=O)NCC1OCCN1S(=O)(=O)c1ccccc1 (configuration not stated)	nt	nt	95	nt	100	?	22	nt	nt	-8	nt
CCOC(=O)C1=C(C)N=c2s/c(=C\c3ccc(OC(C)=O)cc3)c(=O)n2C1/C=C/c1ccccc1 (configuration not stated)	-9	-2	99	-3	99	100	15	0	-2	-17	0
O=C(NNC(=O)c1cccs1)c1ccc(S(=O)(=O)N2CCCCC2)cc1	-7	-9	97	-3	100	98	0	-6	-1	-47	-1
CCN(CC)C(=S)Nc1cc(C(=O)OC)ccc1C(=O)OC	-3	-2	101	1	103	103	10	-2	0	-7	0
Cc1cccc(C)c1NC(=S)Nc1ccc(F)cc1	-4	-3	101	-1	102	?	2	-2	0	-32	-6
NS(=O)(=O)c1ccc(CCNC(=O)CN2CCCCC2)cc1	-4	-1	102	0	105	101	6	0	-1	-5	-10
CCCC(=O)Nc1cccc(NC(=O)c2ccc3c(c2)OCO3)c1	0	1	101	-1	101	100	16	-2	0	-17	0
CC(CC1C(C#N)=C(N)OC2=C1C(=O)CCC2)c1ccccc1 (configuration not stated)	-5	-2	86	-1	81	85	12	-4	0	60*	-1

Entries listed above marked active in Mcl1-Bid inh.
Structure	Bim-Bcl-B	Bim-Bcl-XL	RGS4-Gao reg	Bim-Mcl-1	RGS8-Gao reg	RGS7-Gao reg	Mcl1-Noxa inh	Bim-Bcl-W	Mcl1-Bid inh	Bfl-1 Bim block
CCCSc1nc(C)nc2c1c(=O)n(C)c(=O)n2C	-6	-3	96	-1	95	98	-4	0	88*	-6
CC(CC1C(C#N)=C(N)OC2=C1C(=O)CCC2)c1ccccc1 (configuration not stated)	-5	-2	86	-1	81	85	12	0	60*	-1

Source: PubChem
